From PubChem BioAssay
GIRK2 activator: GIRK2 channel activators by thallium flux | HEK293 GIRK2/NPY4 cells, thallium flux fluorescence | 34,000 tested, under 10 active | activation (% efficacy), % for hits at 37.5 µM | P48051;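 active = primary screen hit, no activity in plain HEK293 cells, and in GIRK2-only cells above 5% efficacy rising with concentration; inactive = the rest, including fluorescent compounds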;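 note: efficacy is normalized control-subtracted fluorescence 15 s after thallium addition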
Target sequence (P48051 whole entry, looked up): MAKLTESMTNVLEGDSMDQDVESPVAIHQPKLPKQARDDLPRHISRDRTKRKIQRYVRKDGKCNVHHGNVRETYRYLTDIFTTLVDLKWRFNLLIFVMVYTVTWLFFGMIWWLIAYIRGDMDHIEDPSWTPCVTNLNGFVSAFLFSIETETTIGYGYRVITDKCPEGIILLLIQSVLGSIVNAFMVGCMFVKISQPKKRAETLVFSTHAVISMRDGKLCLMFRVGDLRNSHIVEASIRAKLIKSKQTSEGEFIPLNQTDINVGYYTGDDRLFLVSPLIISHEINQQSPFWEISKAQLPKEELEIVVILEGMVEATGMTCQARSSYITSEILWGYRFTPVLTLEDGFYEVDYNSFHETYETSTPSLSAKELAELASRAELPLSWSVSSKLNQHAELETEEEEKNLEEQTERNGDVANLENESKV
Calls only; i = inactive. A portion of the library; the hit share may differ from the screen's.

SMILES	GIRK2 activator
Cn1cccc(C(=O)NCC2CCN(C(=O)COc3ccccc3)CC2)c1=O	i
CNC(=O)Cn1cc(-c2nnc(-c3ccco3)o2)c2ccccc21	i
CC(C)(C)n1nc2c(c1-n1cccc1)CN(C(=O)Cn1cnc3ccccc31)C2	i
COc1c(C)cc(S(=O)(=O)NCC(O)(c2ccco2)C2CC2)cc1C (stereo not drawn)	i
COc1ccc(-c2cc(C(=O)N3CCN(C)CC3)c3c(C)nn(C4CCS(=O)(=O)C4)c3n2)cc1 (stereo not drawn)	i
COc1ccccc1CCNC(=O)c1nc(-c2cnccn2)no1	i
CCOC(=O)CNC(=O)CN1CCC(c2nnc(C(C)C)o2)CC1	i
CS(=O)(=O)N1CC(C(=O)O)C1	i
CC(=O)NS(=O)(=O)c1ccc(NC(=O)Cn2cnc(-c3ccc(C)cc3)cc2=O)cc1	i
O=C(NCC1(c2cccs2)CCOCC1)c1ccc2nsnc2c1	i
COc1ccc(-c2csc(NC(=O)c3cccc(C#N)c3)n2)cc1	i
O=C(Cc1nnc(-c2ccccc2)o1)NCc1ccc2c(c1)OCO2	i
CS(=O)(=O)N1CCC(C(=O)Nc2nnc(-c3ccc(F)cc3)o2)CC1	i
Oc1cc(CN2CCCCCC2)c(O)cc1CN1CCCCCC1	i
CC1CC(=O)Nc2c1c(NC(=O)C(=O)c1c[nH]c3ccccc13)nn2C (stereo not drawn)	i
COc1ccc(Cl)cc1NC(=O)C(=O)NCC(O)(c1cccs1)C1CC1 (stereo not drawn)	i
O=C(CCCn1nc(-c2ccco2)ccc1=O)Nc1cccc(Cl)c1	i
CCOc1cc(C)c(Cl)cc1S(=O)(=O)Nc1cccc2cn[nH]c12	i
Cc1ccc(Oc2ccc(C(=O)NCCNc3ccc(-n4cccn4)nn3)cc2)nn1	i
Cn1nc(-c2cccc(NS(=O)(=O)c3ccc(Cl)s3)c2)ccc1=O	i

Already shown: 16 of the compounds above.
SMILES	GIRK2 activator
COc1ccc(-c2cc(C(=O)N3CCN(C)CC3)c3c(C)nn(C4CCS(=O)(=O)C4)c3n2)cc1 (stereo not drawn)	i
COc1ccccc1CCNC(=O)c1nc(-c2cnccn2)no1	i
CCOC(=O)CNC(=O)CN1CCC(c2nnc(C(C)C)o2)CC1	i
CS(=O)(=O)N1CC(C(=O)O)C1	i
CC(=O)NS(=O)(=O)c1ccc(NC(=O)Cn2cnc(-c3ccc(C)cc3)cc2=O)cc1	i
O=C(NCC1(c2cccs2)CCOCC1)c1ccc2nsnc2c1	i
COc1ccc(-c2csc(NC(=O)c3cccc(C#N)c3)n2)cc1	i
O=C(Cc1nnc(-c2ccccc2)o1)NCc1ccc2c(c1)OCO2	i
CS(=O)(=O)N1CCC(C(=O)Nc2nnc(-c3ccc(F)cc3)o2)CC1	i
Oc1cc(CN2CCCCCC2)c(O)cc1CN1CCCCCC1	i
CC1CC(=O)Nc2c1c(NC(=O)C(=O)c1c[nH]c3ccccc13)nn2C (stereo not drawn)	i
COc1ccc(Cl)cc1NC(=O)C(=O)NCC(O)(c1cccs1)C1CC1 (stereo not drawn)	i
O=C(CCCn1nc(-c2ccco2)ccc1=O)Nc1cccc(Cl)c1	i
CCOc1cc(C)c(Cl)cc1S(=O)(=O)Nc1cccc2cn[nH]c12	i
Cc1ccc(Oc2ccc(C(=O)NCCNc3ccc(-n4cccn4)nn3)cc2)nn1	i
Cn1nc(-c2cccc(NS(=O)(=O)c3ccc(Cl)s3)c2)ccc1=O	i

Next structures follow.
SMILES	GIRK2 activator
Cn1c(C(F)(F)F)nn(CCNC(=O)COc2ccccc2)c1=O	i
COc1cn(CC(=O)Nc2cc(C)cc(C)c2)c(CSc2nccc(C)n2)cc1=O	i
Cc1cccc(N2CCN(S(=O)(=O)CCNC(=O)C(C)Oc3ccccc3)CC2)c1 (stereo not drawn)	i
Cc1c(C(=O)N2CCOCC2)c(C(F)(F)F)nn1C1CCN(C)CC1	i
CC(C)(C)c1ccc(NC(=O)NCCn2nc(-c3cccnc3)ccc2=O)cc1	i
O=C(NCc1ccncc1)C(=O)Nc1ccc(F)c([N+](=O)[O-])c1	i
COc1cccc(C2=NN(S(C)(=O)=O)C(c3ccc4nccnc4c3)C2)c1 (stereo not drawn)	i
CCNc1cc(C)nc(NCCNC(=O)Nc2ccc3c(c2)OCCO3)n1	i
C/C=C/Cn1c(Sc2nc3ccccc3s2)nc2c1c(=O)[nH]c(=O)n2C	i
CCc1cccc2sc(N(CCN(C)C)C(=O)c3ccnn3C)nc12	i
COCCN(CCOC)S(=O)(=O)c1ccc(C(=O)Nc2nnc(-c3ccc(C)c(C)c3)o2)cc1	i
CS(=O)(=O)N1CCCCC1C(=O)Nc1nnc(C2CCCCC2)o1 (stereo not drawn)	i
O=C(CSc1nnc(-c2ccncc2)o1)Nc1ccc(Br)cc1	i
CSc1ncccc1C(=O)NCCC(O)c1cccs1 (stereo not drawn)	i
CCCC(=O)Nc1ccc(C(=O)NCCNC(=O)c2ccccc2OC)cc1	i
O=C(Cc1csc(NC(=O)c2ccc(=O)[nH]c2)n1)NCCc1c[nH]c2ccccc12	i
COc1ccc(CCn2c(SCC(N)=O)nc3c2c(=O)[nH]c(=O)n3C)cc1	i
COc1cccc(OCC(O)CN2CCN(c3ccccn3)CC2)c1 (stereo not drawn)	i
COc1ccccc1N1CCN(C(=O)CCc2csc(NC(=O)c3ccccc3)n2)CC1	i
Nc1c(C(=O)Nc2ccccc2C(F)(F)F)nnn1-c1ccc(Cl)cc1	i
CCCOc1ccc(S(=O)(=O)NCc2ccsc2)cc1C	i
O=C(CSc1nc(=O)n(CC2CCCO2)c2c1CCC2)Nc1ccccc1[N+](=O)[O-] (stereo not drawn)	i
COc1ccc(CCN2C(=O)C(O)=C(C(=O)C3CC3)C2c2ccc(F)cc2)cc1OC (stereo not drawn)	i
CCn1ccc(C(=O)Nc2nc(-c3cc(Cl)ccc3Cl)cs2)n1	i
COc1ccc2nc(-c3ccc(C)c(NS(=O)(=O)c4cccc(Cl)c4)c3)cn2n1	i
Cc1ccc(S(=O)(=O)NCCOc2ccc3nnc(-c4ccc(F)cc4)n3n2)s1	i
Cc1cccc(C)c1NC(=O)C(=O)NCC1CCN(C2CCCC2)CC1	i
CCOc1ccccc1NC(=O)COc1ccccc1C(C)C	i
COc1ccc(NC(=O)c2ccc(=O)n(CC(=O)Nc3ccc(NC(C)=O)cc3)n2)cc1	i
O=S(=O)(NCCCN1CCOC(c2ccccc2)C1)c1ccc(F)c(Cl)c1 (stereo not drawn)	i
COc1ccc(-c2ccc(OCCNS(=O)(=O)c3cccc(Cl)c3)nn2)cc1	i
Cc1cc(NC(=O)C(=O)NCCN2CCOCC2)ccc1N1CCCC1=O	i
CCCCOc1ccc(NC(=O)N2CCC(c3nn(C)c(=O)n3-c3ccccc3)CC2)cc1	i
COC(=O)c1ccc2c(=O)n(Cc3ccc(Cl)cc3)c(SCC(=O)C(C)(C)C)nc2c1	i
O=C(c1ccccc1)c1ccc(OCC(=O)N2CCN(c3ccc4nncn4n3)CC2)cc1	i
CC(=O)N1CCN(C(=O)c2nn(-c3ccc(F)cc3)cc2OCc2ccccc2)CC1	i
COc1ccc(-n2nnc(C(=O)OCc3ccccc3)c2C)cc1Cl	i
COC(=O)Cn1c(=NC(=O)C2CCCN(S(C)(=O)=O)C2)sc2cc(Cl)ccc21 (stereo not drawn)	i
Cc1ccc(S(=O)(=O)N2CCC(C(=O)Nc3ccc4c(c3)C(=O)NC4=O)CC2)cc1	i
C#CC1(OCC(O)CN2CCN(c3ccccc3)CC2)CCCCC1 (stereo not drawn)	i
CC(C)S(=O)(=O)c1cccc(C(=O)Nc2nc(-c3cc([N+](=O)[O-])cs3)cs2)c1	i
O=C(CCCn1nc(-c2ccc(Cl)cc2)ccc1=O)NCc1cccs1	i
COc1ccc(NC(=O)Cn2c(=O)c(CNc3ccc(C)cc3)cc3cc4c(cc32)OCCO4)cc1	i
Fc1ccc(Nc2nc(N3CCOCC3)c3[nH]cnc3n2)cc1	i
CCCOc1ccc(S(=O)(=O)NCC2CCN(Cc3ccco3)CC2)cc1	i
CSCCn1c(=NC(=O)c2ccn(C)n2)sc2cc3c(cc21)OCCO3	i
Cc1cc(C)c(NC(=O)c2nnn(Cc3nc(-c4ccc(Cl)cc4)oc3C)c2C)c(C)c1	i
O=C(c1cnc2ccccc2n1)N1CC(c2nc(-c3cccc(C(F)(F)F)c3)no2)C1	i
Cc1cc(NS(=O)(=O)c2cccc(Cl)c2)n(C2CCS(=O)(=O)C2)n1 (stereo not drawn)	i
O=C(Nc1ccccc1)Nc1cccc(-c2ccc(N3CCCC3)nn2)c1	i
Cn1nnc2c(N3CCC(O)CC3)ncnc21	i
O=C(CSc1ccc(F)cc1)N(CCN1CCOCC1)c1nc2c(F)cccc2s1	i
CC(C)n1ccc(-c2nnc(NC(=O)c3ccc(N4C(=O)CCC4=O)cc3)o2)n1	i
O=C(NCCn1ncc2c(N3CCCCCC3)ncnc21)C12CC3CC(CC(C3)C1)C2	i
COc1ccc(-c2nc(CCNC(=O)CCCn3nc(-c4cccs4)ccc3=O)cs2)cc1	i
O=C(NCc1ccsc1)c1ccc(Cl)c(Cl)c1	i
Cn1nc(C2CCCN(C(=O)c3cnn(-c4ccccc4)n3)C2)n(-c2ccccc2)c1=O (stereo not drawn)	i
CSc1ccccc1NC(=O)C(=O)NCC(O)C1CCCCC1 (stereo not drawn)	i
COc1ccc(-c2nc3c4cnn(-c5cc(Cl)ccc5C)c4ncn3n2)cc1OC	i
COc1ccc(CCNS(=O)(=O)c2ccc(C(=O)Nc3ncccc3C)o2)cc1OC	i

The final two entries of the section before come first, to join the parts:
SMILES	GIRK2 activator
COc1ccc(-c2nc3c4cnn(-c5cc(Cl)ccc5C)c4ncn3n2)cc1OC	i
COc1ccc(CCNS(=O)(=O)c2ccc(C(=O)Nc3ncccc3C)o2)cc1OC	i
CCNC(=O)c1nsc(C(=O)NCc2ccc(OCC)cc2)c1N	i
CNC(=O)C1Cc2ccccc2N1C(=O)c1ccc(S(=O)(=O)N2CCCCC2)cc1 (stereo not drawn)	i
COc1cc(S(=O)(=O)Nc2cc(Cl)ccc2O)ccc1Cl	i
Cc1cccc(OCC(=O)NCC2(O)CCCC2)c1	i
CC(=O)c1cccc(S(=O)(=O)NCC2CCN(C(=O)c3cc4ccccc4o3)CC2)c1	i
CCOc1ccc(C(O)=C2C(=O)C(=O)N(CCCN(CC)CC)C2c2ccccn2)cc1 (stereo not drawn)	i
COCCNC(=O)Cn1nc2c(c1NC(=O)C1CC(=O)N(c3ccccc3)C1)CSC2 (stereo not drawn)	i
CCc1ccc(S(=O)(=O)NCC2CCN(C(C)C)CC2)s1	i
COc1ccc(NC(=O)CCN2C(=O)c3ccccc3S2(=O)=O)c(OC)c1	i
COc1ccccc1NC(=O)CSC1=NC2(CCCCC2)Nc2ccccc21	i
CCc1ccc(S(=O)(=O)c2cnc(SCC(=O)Nc3ccc(C)c(Cl)c3)[nH]c2=O)cc1	i
O=C(Cc1ccc(NS(=O)(=O)Cc2ccccc2Cl)cc1)NCc1cccs1	i
COc1ccc(NC(=O)c2ccc(N3CCCCS3(=O)=O)cc2)cc1Cl	i
CC(=O)c1ccc(N2CCN(C(=O)C3CN(C(=O)c4c[nH]c5ccccc45)C3)CC2)cc1	i
COc1ccc(Cl)cc1NC(=O)CSc1c(C)cnc2c1c(=O)n(C)c(=O)n2C	i
COc1ccc(C(=O)Nc2nnc(-c3cc(C)nn3C)o2)cc1OC	i
CCC(C)NC(=O)c1c(N)n(-c2ccc(S(N)(=O)=O)cc2)c2nc3ccccc3nc12 (stereo not drawn)	i
Cc1ccc(C(CNC(=O)C(=O)Nc2cc(Cl)ccc2C#N)N2CCOCC2)cc1 (stereo not drawn)	i
CCOc1ccc(S(=O)(=O)n2cccn2)c2ccccc12	i
O=C1NC(=O)C2(CCN(C(=O)/C=C/c3ccccc3)CC2)N1	i
O=C(NCC1(c2cccs2)CC1)Nc1ccc2c(c1)OCO2	i
O=C(Nc1nnc(-c2ccc(Br)s2)o1)c1ccc2ncsc2c1	i
O=C(CCc1ccccc1)NCC(O)(c1ccccc1)C(F)(F)F (stereo not drawn)	i
CC(=O)Nc1ccc(NC(=O)CCCn2nc(-c3ccc(C)cc3)ccc2=O)cc1	i
O=C(CC1CCCC1)Nc1cc(-c2ccco2)nn1-c1nc2c(c(=O)[nH]1)CCC2	i
Cc1ccc(NC(=O)Nc2cccc(Oc3ccc(C)nn3)c2)c(Cl)c1	i
CCc1c(C#N)c(SCCC(=O)NCc2ccc3c(c2)OCO3)nc2c1C(=O)CC(C)(C)C2	i
CCOC(=O)C1CCCN(c2cc(=O)n(C3CCCCC3)c(=O)[nH]2)C1 (stereo not drawn)	i
CCC(=O)c1ccc(OCC(O)CN2CCN(c3ccccc3F)CC2)cc1 (stereo not drawn)	i
CCOC(=O)N1CCC(NC(=O)C2CCCN(Cc3nc(-c4cccnc4)no3)C2)CC1 (stereo not drawn)	i
CS(=O)(=O)c1ccc(NC(=O)COc2ccc(F)cc2)cc1	i
COc1cc(OC)cc(C(=O)Nc2ccc(N3CCCC3=O)c(OC)c2)c1	i
CCn1nnc2c(N3CCN(C(=O)NCc4ccc(Cl)cc4)CC3)ncnc21	i
O=C(Nc1ccc2cn[nH]c2c1)C1CCCN(c2ccc(-n3ccnc3)nn2)C1 (stereo not drawn)	i
Cc1ccc(C)c(Cn2c(CCNC(=O)CCC(C)O)nc3ccccc32)c1 (stereo not drawn)	i
Cc1cc2nn(CC(=O)N3CCCC3)c(=O)n2c(Nc2ccc(C)c(F)c2)n1	i
Cc1cn2c3c(=O)n(Cc4ccccc4Cl)c(=O)n(C)c3nc2n1CCO	i
COc1ccc(-c2ccc(=O)n(Cc3ccccc3)n2)cc1OC	i
O=C(c1ccco1)N1C(=O)c2cccc3c(S(=O)(=O)N4CCCCC4)ccc1c23	i
COc1ccc(N(Cc2ccccc2)S(=O)(=O)c2ccc3nncn3c2)cc1	i
O=C(NC1CCCCC1N1C(=O)CSC1=O)c1ccc[nH]c1=O (stereo not drawn)	i
CCCCNC(=O)C(=O)NCCC1=CCCCC1	i
O=C(NCCS(=O)(=O)N1CCN(c2ccccn2)CC1)c1ccc(F)c(F)c1	i
Cc1ccc(N2CCN(C(=O)c3ccc(N4CCCS4(=O)=O)cc3)CC2)c(C)c1	i
COc1cccc(-c2ccc(=O)n(CCCC(=O)Nc3cccc(C(F)(F)F)c3)n2)c1	i
CC(C)(C)C(=O)N1CCc2ccc(NS(=O)(=O)c3ccc(F)c(Cl)c3)cc21	i
